RECQ1 helicase: inhibitors of human RECQ1 DNA helicase | P46063 | 240,000 compounds, 0.54% hits | Potency, µM (top dose mostly 57.3 µM), inactives show at the highest dose activity, negative = inhibition, hits mostly inhibitors | RECQ1 DNA unwinding, red fluorescence kinetic read | AID 2549;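 note: plate controls were vehicle for no effect and no enzyme for full effect; nearly all actives have a fitted effect of over 30% in size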
Target sequence (P46063 whole entry, looked up): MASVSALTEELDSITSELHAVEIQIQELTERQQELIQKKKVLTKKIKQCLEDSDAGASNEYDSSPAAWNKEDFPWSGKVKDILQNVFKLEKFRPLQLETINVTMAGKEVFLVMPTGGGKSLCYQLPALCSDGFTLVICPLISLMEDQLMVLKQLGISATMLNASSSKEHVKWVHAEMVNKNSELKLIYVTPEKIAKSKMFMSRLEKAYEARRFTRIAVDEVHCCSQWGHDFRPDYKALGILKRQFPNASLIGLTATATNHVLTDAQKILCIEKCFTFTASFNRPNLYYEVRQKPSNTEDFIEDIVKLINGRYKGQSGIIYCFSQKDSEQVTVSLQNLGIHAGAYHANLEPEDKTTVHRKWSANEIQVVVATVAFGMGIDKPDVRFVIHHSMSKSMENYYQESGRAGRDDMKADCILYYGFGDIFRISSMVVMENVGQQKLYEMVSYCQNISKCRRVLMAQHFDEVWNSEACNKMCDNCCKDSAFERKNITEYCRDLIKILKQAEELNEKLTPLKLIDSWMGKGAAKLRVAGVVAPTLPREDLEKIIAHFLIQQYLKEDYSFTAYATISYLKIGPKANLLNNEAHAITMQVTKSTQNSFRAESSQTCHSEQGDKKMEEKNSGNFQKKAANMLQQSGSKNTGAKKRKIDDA
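50 nM RECQ1T1 preincubated 15 min with compound in Tris pH 8.0 buffer with MgCl2, DTT, Tween-20 and 2.5 ug/ml poly(dI-dC); started with 200 nM TAMRA/BHQ-2 forked duplex and 2 mM ATP. Unwinding read as fluorescence (525/598 nm), two reads 2 h apart.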
GAA glycogen: alters human alpha-glucosidase cleavage of glycogen. P10253. recombinant GAA, glycogen substrate, Amplex Red glucose oxidase fluorescence. Potency, µM (doses to about 76.4 µM), for inactives: at the highest dose activity change, negative = inhibition, most hits filed as inhibitors. 300,000 compounds, 0.38% hits;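 note: 0% = full enzyme reaction and -100% = no-enzyme basal signal; the screen sought inhibitors and activators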
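Recombinant human alpha-glucosidase (4 nM final) hydrolysed bovine liver glycogen (30 ug) for 40 min at 37 C in pH 5.0 citrate/phosphate with 0.01% Tween-20. Released glucose detected by glucose oxidase/Amplex Red, Ex 573/Em 610 nm. Compounds up to 77 uM; AC50 from Hill fits.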
L3MBTL1 inh: L3MBTL1 (human) inhibition. Q9Y468. AlphaScreen L3MBTL1–H3K9me1 peptide binding. Potency, µM (top dose mostly 57.1 µM), inactives show at the top dose activity, negative = inhibition, hits mostly inhibitors. 230,000 compounds, 0.66% hits; note: nearly all actives have a fitted effect of over 60% in size
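Read-out is AlphaScreen signal from streptavidin donor and nickel chelate acceptor beads (10 ug/mL final each) bridging L3MBTL1 (50 nM) and biotinylated K9-monomethylated H3(1-15) peptide (75 nM), after 30 min compound exposure at room temperature.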
RGS12 GoLoco inh: inhibitors of human Gai1-RGS12 GoLoco interaction (red fluorophore). P63096. Gai1:RGS12 GoLoco peptide FP, rhodamine, 10 min. Potency, µM (titrated, usually from 61.6 µM), for inactives: top-dose activity, negative = inhibition, usual class: inhibitors. 230,000 compounds, 0.44% hits. AID 880; active = well fitted inhibition curve with a large enough effect, not every such curve was filed as active; inactive = no such curve, though single readings can be large or run the other way; note: nearly all actives have a fitted effect of over 30% in size; many of its hits are not listed in these tables
Target sequence (P63096 whole entry, looked up): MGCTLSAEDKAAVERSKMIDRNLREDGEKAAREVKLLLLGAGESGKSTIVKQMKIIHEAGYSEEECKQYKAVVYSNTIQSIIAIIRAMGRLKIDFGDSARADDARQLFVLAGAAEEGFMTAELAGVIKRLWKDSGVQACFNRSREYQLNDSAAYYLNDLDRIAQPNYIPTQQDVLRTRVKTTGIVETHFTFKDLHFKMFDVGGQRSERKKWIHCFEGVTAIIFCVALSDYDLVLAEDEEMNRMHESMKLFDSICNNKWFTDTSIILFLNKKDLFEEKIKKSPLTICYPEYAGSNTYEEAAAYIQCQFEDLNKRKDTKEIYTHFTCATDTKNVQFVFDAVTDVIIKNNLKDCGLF
TR SRC2 fluor cs: alters Texas Red total fluorescence, flagging assay interference; TRb/SRC2 Texas Red total fluorescence interference; Potency, µM (top dose mostly 106 µM), inactives show at the highest dose fluorescence change, negative = quenching; 280,000 compounds, 0.29% hits; AID 1479; active = well fitted curve in either direction with a large enough effect; inconclusive = small, poorly fitted or top-dose-only effect
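Flags fluorescent or light-absorbing compounds by total fluorescence, S + 2P, at 555 nm excitation and 632 nm emission. Mixture: 20 nM Texas Red SRC2 peptide, 0.6 uM human TRb LBD, 1 uM T3, 5% DMSO; compound exposure 5 h at ambient temperature.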
TRb-SRC2 inh: inhibitors of human thyroid hormone receptor beta-SRC2 interaction. Potency, µM (titrated, usually from 106 µM), for inactives: at the highest dose activity change, negative = inhibition, most hits filed as inhibitors. TRbeta-SRC2 peptide binding, fluorescence polarization; receptor liganded with 1 µM T3. 280,000 compounds, 0.065% hits. P10828. AID 1469;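 note: plate controls were bound peptide for no effect and peptide without receptor for full effect; nearly all actives have a fitted effect of over 50% in size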
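Assay buffer: 20 mM Tris-HCl, 100 mM NaCl, 10% glycerol, 1 mM EDTA, 0.01% NP-40, 1 mM DTT, 1 uM T3, 5% DMSO; TRb LBD 0.6 uM, Texas Red SRC2 20 nM; FP after 5 hr.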
GAA spleen mod: inhibitors or activators of human alpha-glucosidase in spleen homogenate | 240,000 compounds, 0.006% hits | human spleen homogenate, 4-MU-alpha-glucoside fluorescence | Potency, µM (highest dose often 79.9 µM), without a hit: top-dose activity change, negative = inhibition, usual class: inhibitors;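 note: 0% = enzyme with vehicle and -100% = no enzyme basal signal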
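AC50 values come from Hill-equation fits of concentration-response data, normalized to no-enzyme and full-activity controls. Enzyme source: 1 ug human spleen homogenate; 1 mM fluorogenic 4-MU glucoside, pH 5.0 citrate buffer, 37 C, 40 min.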
GAA inhib: inhibitors of human lysosomal alpha-glucosidase. P10253. purified human GAA, 4-MU-alpha-glucoside fluorescence. Potency, µM (titrated, usually from 76.9 µM), for the others: at the highest dose activity change, negative = inhibition, hits mostly inhibitors. 200,000 compounds, 0.005% hits;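 note: plate controls were uninhibited enzyme wells for no effect and no-enzyme background for full effect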
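Endpoint fluorogenic read: 20 min room-temperature reaction of 4 nM human alpha-glucosidase with 400 uM 4-methylumbelliferyl-alpha-D-pyranoside, pH 5.0, quenched with 1M NaOH/1M glycine pH 10. AC50 from Hill modeling.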
* hit, by the source's call; i = inactive; ? = inconclusive; · = no result given; [ ] = another dose, or the depositor's remark. Unless noted, calls come from the whole dose curve; as a rule, active = well fitted curve in the direction sought with a large enough effect; inconclusive = small, poorly fitted or top-dose-only effect, or another doubt; inactive = no such curve, though single readings can be large; an effect the other way counts as inactive or inconclusive. Unless noted, % is set by controls: 0 for no effect and ±100 for the full control effect; potency is the fitted concentration of half-maximal effect. This is a subset, so the mix of outcomes need not match the whole.

entry	SMILES	RECQ1 helicase	GAA glycogen	L3MBTL1 inh	RGS12 GoLoco inh
1	CCOC(=O)Cc1csc(NC(=O)Nc2cccc(OC)c2)n1	-2%	-2%	-11%	45%[activator]
2	NC(=O)Nc1ccc(Oc2c(F)c(F)c(F)c(F)c2F)cc1	-12%	-5%	16%	-7%
3	O=c1[nH]c2cc3c(cc2cc1C(c1nnnn1CC1CCCO1)N1CCCC1)OCO3 (stereo unspecified)	8%	4%	·	5%
4	CCSc1nc2ccc(N3C(=O)C4C5C=CC(C5)C4C3=O)cc2s1 (stereo unspecified)	-5%	-4%	1%	-35%
5	c1cc2c(cc1OCCNC1CCCC1)CCC2	-3%	-10%	-3%	0%
6	O=C(NC(=S)Nc1ccc(N2CCOCC2)cc1)c1cccs1	-6%	-24%	-18%	15%
7	O=C(CCCCn1c(=O)c2ccccc2n(CC(=O)Nc2ccccc2)c1=O)NCc1ccco1	-4%	-4%	4%	3%
8	FC(F)(F)c1nnc2sc(-c3cccs3)nn12	-4%	-7%	9%	-3%
9	CCn1nc(NC(=O)c2ccncc2)c2cc3cc(C)ccc3nc21	-2%	-10%	?	27%
10	O=C(c1ccncc1)c1ccc(N2CCN(C3CC(=O)N(Cc4ccccc4)C3=O)CC2)cc1 (stereo unspecified)	2%	2%	-3%	-3%
11	Cc1nc2cc(NS(=O)(=O)c3ccccc3F)ccc2s1	-2%	-1%	-2%	0%
12	O=C(CN1C(=O)NC2(CCCCCCC2)C1=O)NC(=O)NCc1ccco1	-10%	14%	-2%	-7%
13	CCCN(CC(=O)Nc1ccc(OC)c(OC)c1)CC(=O)Nc1ccc(F)c(F)c1F	-8%	5%	-18%	6%
14	Cc1ccc(N=C2NC(=O)/C(=C/c3cccn3C)S2)cc1	-6%	7%	-24%	37%[activator]
15	CN1C(=O)CC(N2CCN(c3ccc(Cl)c(Cl)c3)CC2)C1=O (stereo unspecified)	2%	2%	0%	-10%

entry	TR SRC2 fluor cs	TRb-SRC2 inh	GAA spleen mod	GAA inhib
1	1%	8%	1%	·
2	-2%	5%	-5%	-14%
3	-1%	-11%	4%	?
4	0%	-9%	-7%	3%
5	-3%	-12%	-7%	9%
6	0%	2%	9%	2%
7	0%	2%	-9%	3%
8	0%	-6%	4%	-5%
9	1%	6%	-8%	-1%
10	-3%	-16%	4%	?
11	-2%	-5%	-1%	·
12	2%	-2%	-4%	0%
13	-8%	-4%	-2%	2%
14	-2%	4%	1%	·
15	1%	12%	-2%	-1%

(more compounds)
entry	SMILES	RECQ1 helicase	GAA glycogen	L3MBTL1 inh	RGS12 GoLoco inh
16	COc1ccc(NC(=O)Nc2ccc(Cc3ccncc3)cc2)cc1OC	11%	-4%	-18%	11%
17	CC(=O)Nc1ccc(NC(=O)COc2ncnc3ccccc23)cc1	i	6%	-3%	-4%
18	Nc1c(Cl)cc(NC(=O)c2ccccc2C(=O)O)cc1Br	12%	?	0%	6%
19	Cc1ccc(C(=O)NC(=O)OCCn2c(C)cnc2[N+](=O)[O-])cc1	-2%	-11%	17%	0%
20	CC(=O)c1ccc(NC(=O)CC2Nc3cccc4cccc(c34)NC2=O)cc1 (stereo unspecified)	i	?	3.5µM*	1%
21	O=C(Nc1cccc(Cl)c1)Nc1nc(-c2ccc(Cl)cc2)cs1	-2%	5%	-3%	4%
22	COC(=O)Cn1c(=O)c2c(n(Cc3ccccc3)c1=O)N/C(=C/c1ccc(Br)cc1)C2=O	9%	-2%	·	107%[activator]
23	Cc1ccc(C)c(NC2=CC(=O)CC(C)(C)C2)c1C#N	-11%	8%	24%	-16%
24	CCOC(=O)CN1C(=O)C(Sc2n[nH]c(-c3ccccc3)n2)CCc2ccccc21 (stereo unspecified)	-6%	-15%	·	1%
25	Cc1ccc(S(=O)(=O)NC2CCCCC2)cc1	-9%	·	-1%	-2%
26	COc1ccc(Cn2c(=O)oc3ccc(C)cc32)cc1OC	-1%	2%	8%	3%
27	Cc1ccc(NC(=O)Cn2c(=O)n(Cc3ccco3)c(=N)c3c4c(sc32)COC(C)(C)C4)cc1	-8%	2%	·	17%
28	O=C(NCc1ccco1)c1nc2nc(-c3cccs3)cc(C(F)(F)F)n2n1	-7%	-4%	?	7%
29	CNC(=O)CN(c1ccc(OC)cc1)S(=O)(=O)c1ccc(F)cc1	-2%	-4%	5%	-5%
30	C=CCn1c(C)cc(C(=O)CSc2nc3ccccc3o2)c1C	-20%	-9%	-8%	8%

entry	TR SRC2 fluor cs	TRb-SRC2 inh	GAA spleen mod	GAA inhib
16	-4%	-15%	3%	-1%
17	-2%	2%	-6%	-3%
18	-6%	2%	3%	-4%
19	-5%	1%	2%	5%
20	-6%	-4%	5%	5%
21	0%	1%	-6%	-6%
22	-7%	1%	0%	·
23	1%	-15%	0%	-15%
24	-6%	-4%	6%	?
25	1%	3%	5%	·
26	-3%	0%	-2%	-7%
27	4%	9%	5%	?
28	-2%	3%	25%	?
29	-1%	8%	-3%	5%
30	3%	-22%	1%	2%

Additional results:
entry	SMILES	RECQ1 helicase	GAA glycogen	L3MBTL1 inh	RGS12 GoLoco inh
31	CC(C)c1ccc(/C=C2\Oc3c(ccc(O)c3CN3CCN(C)CC3)C2=O)cc1	i	6%	·	-3%
32	C=C(C)C1CC=C(CO)CC1 (stereo unspecified)	-4%	·	·	3%
33	O=C(NNC(=O)c1ccccc1-n1cccc1)c1ccc(Cl)cc1Cl	i	6%	-1%	10%
34	CCc1ccccc1NCC(=O)Nc1ccc(Cl)c(C(F)(F)F)c1	-23%	-8%	6%	5%
35	CC1CCCCC1NC(=S)Nc1ccc(Cl)cc1Cl (stereo unspecified)	-10%	-18%	4%[11.4 µM]	9%
36	Cc1[nH]c2ccccc2c1C(c1ccncc1)N1CCC(C)CC1 (stereo unspecified)	-10%	0%	6%	6%
37	Nc1nc(SCC(=O)Nc2cc(-c3ccccc3)nn2-c2ccccc2)n[nH]1	i	-9%	·	-1%
38	O=c1cc(N2CCOCC2)c2ccccc2o1	-3%	0%	·	4%
39	C=CCOn1c(=O)c(-c2ccc(OC)c(OC)c2)[n+]([O-])c2ccccc21	i	-7%	·	-13%
40	Cc1cccc(NC(=O)C2CCN(S(=O)(=O)c3c(C)noc3/C=C/c3ccco3)CC2)n1	-19%	-2%	-2%	14%
41	CC(=O)CSc1ncnc2sc3c(c12)CCCC3	-8%	2%	11%	18%
42	CCOc1ccc2ccccc2c1CNc1nnnn1CC	i	23%	-2%[11.4 µM]	6%
43	O=C(NC(Cc1c[nH]c2ccccc12)C(=O)O)/C(=C/c1ccc2c(c1)OCO2)NC(=O)c1ccccc1 (stereo unspecified)	-5%	2%	·	1%
44	CCOC(=O)COc1c(Cl)cc(C2NC(=S)NC(c3ccccc3)=C2C(C)=O)cc1OC (stereo unspecified)	5%	-16%	1%	7%
45	Fc1ccccc1OCCCCSc1ncccn1	?	-2%	30%	-3%

entry	TR SRC2 fluor cs	TRb-SRC2 inh	GAA spleen mod	GAA inhib
31	-7%	3%	-5%	?
32	-1%	-6%	3%	·
33	2%	-6%	5%	?
34	-1%	5%	-9%	-7%
35	-4%	-5%	-15%	-3%
36	-2%	-1%	·	-5%
37	-1%	-10%	-9%	-7%
38	-2%	-4%	-17%	-3%
39	1%	-4%	-3%	-1%
40	3%	0%	-7%	?
41	-3%	7%	7%	14%
42	-8%	-5%	6%	8%
43	-2%	2%	-1%	-1%
44	2%	-1%	2%	?
45	-6%	4%	-8%	-2%

Random excerpt: two compounds from above, in no set order.
entry	SMILES	RECQ1 helicase	GAA glycogen	L3MBTL1 inh	RGS12 GoLoco inh
36	Cc1[nH]c2ccccc2c1C(c1ccncc1)N1CCC(C)CC1 (stereo unspecified)	-10%	0%	6%	6%
35	CC1CCCCC1NC(=S)Nc1ccc(Cl)cc1Cl (stereo unspecified)	-10%	-18%	4%[11.4 µM]	9%

entry	TR SRC2 fluor cs	TRb-SRC2 inh	GAA spleen mod	GAA inhib
36	-2%	-1%	·	-5%
35	-4%	-5%	-15%	-3%

Later entries:
entry	SMILES	RECQ1 helicase	GAA glycogen	L3MBTL1 inh	RGS12 GoLoco inh
46	CC(=O)c1ccc(C#CC(C)(C)O)s1	-1%	1%	?	-3%
47	C/C(=N\O)C(C)(C)Nc1ccc(F)cc1	16%	0%	-12%	-1%
48	CN(C)/C(Cn1cncn1)=C1/N=C(c2ccccc2)OC1=O	i	6%	0%	28%
49	COc1ccc2cc(C(c3nnnn3C(C)(C)C)N3CCSCC3)c(=O)[nH]c2c1 (stereo unspecified)	-9%	13%	-6%	·
50	CC1CCCN(Cc2csc(N)n2)C1 (stereo unspecified)	i	8%	9%	13%

entry	TR SRC2 fluor cs	TRb-SRC2 inh	GAA spleen mod	GAA inhib
46	-3%	3%	-22%	6%
47	2%	-1%	9%	·
48	4%	4%	-9%	·
49	-1%	-12%	-9%	4%
50	0%	0%	2%	4%

Part of the list above in order of number of heavy atoms, highest first:
entry	SMILES	RECQ1 helicase	GAA glycogen	L3MBTL1 inh	RGS12 GoLoco inh
49	COc1ccc2cc(C(c3nnnn3C(C)(C)C)N3CCSCC3)c(=O)[nH]c2c1 (stereo unspecified)	-9%	13%	-6%	·
47	C/C(=N\O)C(C)(C)Nc1ccc(F)cc1	16%	0%	-12%	-1%
50	CC1CCCN(Cc2csc(N)n2)C1 (stereo unspecified)	i	8%	9%	13%

entry	TR SRC2 fluor cs	TRb-SRC2 inh	GAA spleen mod	GAA inhib
49	-1%	-12%	-9%	4%
47	2%	-1%	9%	·
50	0%	0%	2%	4%

Assay outcomes as filed in PubChem.
